STAT3 blocker: inhibitors of IL-6 induced STAT3 signaling; inhibition, % at 5.5 µM; hit rate 0.89% among 190,000; AID 862; U3A cells, IL-6 STAT3-luciferase reporter, luminescence; host cell line lacks STAT1;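 active = inhibition above the mean inhibition across all screened compounds plus 3 SD, cut at about 44% in these data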;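 note: 0% = DMSO only wells and 100% = 100 µM nifuroxazide control wells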
bIAP activator: increases bovine intestinal alkaline phosphatase activity | purified bovine IAP, CDP-star luminescence, 30 min; stronger effect = higher value; fold of DMSO-control signal, blank-subtracted | activation factor at 20 µM | hit rate 0.17% among 200,000 | AID 1016;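 active = activation factor of 2 or more at 20 µM, a signal rise over negative controls twice the positive control's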
SRC2 TRFRET art: TR-FRET artefact, counter-screen to PPARgamma/SRC-2 agonist assay; stronger effect = higher value; TR-FRET ratio at 8 µM; hit rate 0.4% among 200,000; AID 1049; in the data active = TR-FRET ratio above about 2000; note: inactives centre near 1500
TNAP act hiacc: increases human TNAP activity under high phosphate acceptor concentration | P05186 | purified TNAP, CDP-star luminescence, 1 M DEA, 30 min; stronger effect = higher value; 0 = EDTA background, 1 = DMSO-only activity | activation factor at 20 µM | 200,000 tested, under 10 active;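 active = activation factor at least 2 at 20 µM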
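Dosing: 20 µM single point. System: human TNAP. Amount: TNAP 1/800 final. Incubation: 30 min, room temperature. Read-out: TNAP activation factor scaled between EDTA and DMSO control wells. Signal: luminescence from CDP-star hydrolysis. Medium: 1 M DEA, pH 9.8, Mg2+, Zn2+. Control set: EDTA negative control, DMSO positive control.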
bIAP inh: intestinal alkaline phosphatase (bovine) inhibition; 190,000 tested, under 10 active; inhibition, % at 20 µM; purified bovine IAP, CDP-star luminescence, 30 min; AID 1019;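 active = over 50% inhibition of intestinal alkaline phosphatase at 20 µM in the single-dose screen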
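Incubation: 30 min reaction at room temperature / Material: purified bovine intestinal alkaline phosphatase (IAP) enzyme / Input: enzyme at 1/65,000,000 dilution / Dosing: 20 µM single dose / Signal: CDP-star luminescence signal / Reagent: CDP-star chemiluminescent phosphatase substrate, 30 µM final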
PPARg SRC-3 ag: promotes SRC-3 coactivator recruitment by human PPARgamma; P37231; biochemical PPARgamma/SRC-3 coactivator recruitment assay; activation, % at 8 µM; hit rate 0.26% among 200,000; AID 731; in the data active = activation above about 23%;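 note: 0% = DMSO and 100% = reference agonist; some compounds past the cut are filed as inactive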
Target sequence (P37231 whole entry, looked up): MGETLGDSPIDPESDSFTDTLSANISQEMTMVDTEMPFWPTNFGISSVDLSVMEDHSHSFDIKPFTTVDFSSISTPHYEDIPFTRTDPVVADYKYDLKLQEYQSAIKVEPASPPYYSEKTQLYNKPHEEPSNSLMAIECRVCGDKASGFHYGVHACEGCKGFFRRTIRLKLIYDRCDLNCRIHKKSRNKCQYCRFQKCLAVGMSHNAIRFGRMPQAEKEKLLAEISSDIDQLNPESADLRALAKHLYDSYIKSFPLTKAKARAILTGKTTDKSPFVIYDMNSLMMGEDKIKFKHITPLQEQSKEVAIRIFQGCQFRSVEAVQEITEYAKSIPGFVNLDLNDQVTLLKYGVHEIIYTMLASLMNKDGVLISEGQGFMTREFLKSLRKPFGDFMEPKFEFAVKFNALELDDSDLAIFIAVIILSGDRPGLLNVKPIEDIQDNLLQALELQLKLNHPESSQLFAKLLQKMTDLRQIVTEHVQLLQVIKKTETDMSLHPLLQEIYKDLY
STAT1 inh: inhibitors of IFN-gamma induced STAT1 signaling; AID 920; inhibition, % at 5.5 µM; hit rate 0.35% among 200,000; NIH 3T3 STAT1-luciferase reporter, luminescence;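 active = inhibition above a set limit, the mean inhibition across all tested compounds plus 3 SD, cut at about 34% in these data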;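 note: 0% = IFN-gamma with DMSO and 100% = IFN-gamma with 300 µM nifuroxazide; values of inactives mirror those of a sister screen read the other way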
STAT3 activator: increases IL-6 driven STAT3 reporter signal. U3A cells, IL-6 STAT3-luciferase reporter, luminescence; 100% = signal with IL-6 EC80 alone. activation (% of control), % at 5.6 µM. hit rate 0.91% among 190,000;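 active = activation above the screen-wide mean of compound activation plus 3 SD, cut at about 130% in these data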;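 note: 0% = background luminescence of wells with medium and substrate only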
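Test system: STAT3-luciferase reporter U3A cells; Detection: reporter luminescence signal; Times: 1 h compound pre-exposure, 6 h IL-6 stimulation, 37 °C; Benchmarks: IL-6-only high control; Also added: IL-6 stimulus at 33 ng/mL final.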
ROMK mod: modulates human ROMK potassium channel activity | Tet-inducible ROMK, thallium flux fluorescence; actives lie on both sides | B-score at 10 µM | hit rate 2% among 130,000;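 active = signal ratio slope over the read window, or its plate-corrected B-score, at least 3 SD from the plate mean, either direction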;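 note: B-score of the F/F0 ratio slope over 7 to 12 s after thallium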
Target sequence (P48048 whole entry, looked up): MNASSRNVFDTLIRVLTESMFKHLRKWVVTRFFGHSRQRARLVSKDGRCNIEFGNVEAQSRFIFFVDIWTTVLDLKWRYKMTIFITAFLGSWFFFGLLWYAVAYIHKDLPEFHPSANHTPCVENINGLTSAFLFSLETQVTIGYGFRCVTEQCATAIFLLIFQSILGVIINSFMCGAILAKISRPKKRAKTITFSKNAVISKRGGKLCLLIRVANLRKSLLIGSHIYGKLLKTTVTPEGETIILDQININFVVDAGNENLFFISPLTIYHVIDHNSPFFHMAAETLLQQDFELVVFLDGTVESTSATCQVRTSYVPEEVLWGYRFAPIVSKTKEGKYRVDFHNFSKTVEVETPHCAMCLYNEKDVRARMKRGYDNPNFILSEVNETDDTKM
PPARg SRC-1 ag: promotes SRC-1 coactivator recruitment by human PPARgamma. P37231. PPARgamma-SRC-1 coactivator recruitment biochemical assay. activation, % at 8 µM. hit rate 0.41% among 200,000. AID 631; in the data active = activation above about 19%;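 note: 0% = DMSO and 100% = reference agonist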
PPARg SRC2 recr: promotes SRC-2 coactivator recruitment by human PPARgamma. P37231. PPARgamma LBD-SRC-2 recruitment, biochemical. activation, % at 8 µM. hit rate 0.34% among 200,000. AID 1032; in the data active = activation above about 22%;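 note: 0% = vehicle and 100% = reference agonist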
Starred values were filed as active, the others as inactive; x = no result given.

| canonical_smiles | PPARg SRC2 recr | STAT3 blocker | bIAP activator | ROMK mod | STAT1 inh | STAT3 activator | SRC2 TRFRET art | TNAP act hiacc | PPARg SRC-1 ag | bIAP inh | PPARg SRC-3 ag |
| --- | --- | --- | --- | --- | --- | --- | --- | --- | --- | --- | --- |
| O=S(=O)(NCCSc1ccccn1)c1ccc(Cl)cc1 | 18 | -1 | 0.9 | -0.51 | 0 | 99 | 1601 | 1.1 | 7 | 5 | 7 |
| COc1cc2c(cc1OC)CN(Cc1cc(OC)c(O)c(OC)c1)CC2 | 0 | 32 | 1.1 | 0.081 | 14 | 78 | 1583 | 1 | 5 | -11 | 4 |
| O=C(CSc1nnc(-c2ccc(Br)cc2)o1)N1CCN(C(=O)c2ccco2)CC1 | 2 | -7 | 0.9 | -0.43 | 12 | 109 | 1556 | 1 | 3 | 10 | -1 |
| Cc1cc(N2CCN(C(c3ccccc3)c3ccc(Cl)cc3)CC2)n2ncnc2n1 (stereo unspecified) | 1 | -12 | 0.9 | 0.48 | 2 | 111 | 1400 | 1 | 1 | 8 | -2 |
| O=C(Nc1nc(-c2ccc(F)cc2)cs1)c1cccnc1 | 2 | 27 | 0.9 | -0.17 | 5 | 83 | 1592 | 1 | 8 | 13 | 1 |
| Cc1ccc(CNC(=O)c2cc3c(C)nc4ccccc4c3o2)cc1 | 6 | 54* | 0.9 | x | 23 | 59 | 1623 | 1 | 2 | 13 | 1 |
| CCOC(=O)c1ccc(NC(=O)c2ccc(CO)c(C(=O)NC3CCN(C(=O)OCC)CC3)c2)cc1 | 10 | 24 | 1 | 1.4 | 1 | 85 | 1489 | 1 | 3 | -4 | -6 |
| COCCn1c(SC(C(=O)Nc2cc(C)ccc2OC)c2ccccc2)nnc1-c1ccc(Cl)cc1 (stereo unspecified) | 10 | 4 | 1 | -0.27 | 4 | 97 | 1751 | 1.1 | 8 | -2 | 1 |
| COc1cccc(C2CC(C(F)(F)F)n3ncc(C(=O)Nc4c(C)n(C)n(-c5ccccc5)c4=O)c3N2)c1 (stereo unspecified) | -3 | -4 | 1 | x | -11 | 104 | 1404 | 1 | 0 | 0 | -3 |
| COC(=O)c1cccc(NC(=O)CCSc2ccc(Cl)cc2)c1C | 4 | 7 | 0.9 | x | -4 | 94 | 1508 | 1 | -4 | 14 | 4 |
| CCOc1ccc(C(=O)Nc2cccc(-c3ccc4nncn4n3)c2)cc1 | -1 | 22 | 0.9 | 0.39 | 2 | 87 | 1399 | 1 | 1 | 12 | 1 |
| Cc1cc(N/N=C/c2ccccc2F)c2ccccc2n1 | -8 | -5 | 1 | -0.68 | -10 | 110 | 1411 | 1 | 0 | 1 | -1 |
| COCc1nnc(NC(=O)c2cc(C(=O)OC)cc([N+](=O)[O-])c2)s1 | -10 | -3 | 1 | 0.45 | -3 | 100 | 1504 | 1 | 4 | 3 | -4 |
| O=c1oc2c(CN3CCOCC3)c(O)ccc2c2c1CCC2 | -1 | 4 | 1 | x | -4 | 100 | 1664 | 1 | 1 | -2 | 6 |
| O=C(CN1CCN(Cc2ccc(F)cc2Cl)C1=O)NCCCN1CCOCC1 | 18 | -2 | 1 | x | -11 | 106 | 1347 | 1 | 2 | -3 | 6 |
| Cc1ccc(NC(=S)NC(NC(=O)N(C)C)C(Cl)(Cl)Cl)cc1 (stereo unspecified) | 3 | -6 | 1.1 | -0.45 | -1 | 105 | 1647 | 1 | 10 | -14 | 3 |

2 compounds from above, reduced to STAT3 activator and PPARg SRC-3 ag.
| canonical_smiles | STAT3 activator | PPARg SRC-3 ag |
| --- | --- | --- |
| Cc1ccc(NC(=S)NC(NC(=O)N(C)C)C(Cl)(Cl)Cl)cc1 (stereo unspecified) | 105 | 3 |
| Cc1ccc(CNC(=O)c2cc3c(C)nc4ccccc4c3o2)cc1 | 59 | 1 |

Continuation.
| canonical_smiles | PPARg SRC2 recr | STAT3 blocker | bIAP activator | ROMK mod | STAT1 inh | STAT3 activator | SRC2 TRFRET art | TNAP act hiacc | PPARg SRC-1 ag | bIAP inh | PPARg SRC-3 ag |
| --- | --- | --- | --- | --- | --- | --- | --- | --- | --- | --- | --- |
| CC1=C(C(=O)Nc2ccccc2C)C(c2cccnc2)n2nc(CCCO)nc2N1 (stereo unspecified) | 10 | -2 | 0.9 | x | -1 | 104 | 1603 | 1 | 6 | 14 | 13 |
| COc1ccc(N2C(=O)C(CC(=O)Nc3ccccc3)N(Cc3ccccn3)C2=S)cc1 (stereo unspecified) | -5 | 4 | 0.9 | -0.028 | -14 | 98 | 1853 | 1.1 | 11 | 7 | 6 |
| C/C(CC(=O)Nc1cccc(F)c1)=N\NC(=O)C(=O)NC1CCCCC1 | -11 | 12 | 0.9 | 0.017 | 4 | 92 | 1491 | 1 | 5 | 8 | -3 |
| CCOCCCNC(=S)N1CCCN(c2nc3cc(C)c(C)cc3cc2C#N)CC1 | -2 | 3 | 1.3 | -0.29 | 12 | 101 | 1631 | 1.1 | -2 | -29 | -3 |
| Cc1nc2scc(-c3ccc(Cl)cc3)c2c(=O)o1 | -4 | 5 | 1 | -1.2 | -9 | 96 | 1621 | 1 | 6 | 3 | 2 |
| CCN(Cc1nc2ccccc2c(=O)[nH]1)Cc1cc(=O)oc2cc(OC)ccc12 | 6 | 15 | 1 | 1.1 | 9 | 92 | 1575 | 1.1 | 5 | 0 | 6 |
| CC(C)CNC1=CC(=O)CC(c2ccco2)C1 (stereo unspecified) | 4 | -1 | 0.9 | x | 4 | 104 | 1416 | 1 | 4 | 7 | 3 |
| COc1cc(N(C)C)c([N+](=O)[O-])cc1C(=O)NC(C)CNc1ccc([N+](=O)[O-])cc1Cl (stereo unspecified) | 1 | 12 | 0.9 | x | -17 | 92 | 1568 | 0.9 | -2 | 8 | 0 |

7 of these compounds, reformatted.
Order of results – PPARg SRC2 recr, STAT3 blocker, bIAP activator, ROMK mod, STAT1 inh, STAT3 activator, SRC2 TRFRET art, TNAP act hiacc, PPARg SRC-1 ag, bIAP inh, PPARg SRC-3 ag
COc1ccc(N2C(=O)C(CC(=O)Nc3ccccc3)N(Cc3ccccn3)C2=S)cc1 (stereo unspecified)
→ -5, 4, 0.9, -0.028, -14, 98, 1853, 1.1, 11, 7, 6
C/C(CC(=O)Nc1cccc(F)c1)=N\NC(=O)C(=O)NC1CCCCC1
→ -11, 12, 0.9, 0.017, 4, 92, 1491, 1, 5, 8, -3
CCOCCCNC(=S)N1CCCN(c2nc3cc(C)c(C)cc3cc2C#N)CC1
→ -2, 3, 1.3, -0.29, 12, 101, 1631, 1.1, -2, -29, -3
Cc1nc2scc(-c3ccc(Cl)cc3)c2c(=O)o1
→ -4, 5, 1, -1.2, -9, 96, 1621, 1, 6, 3, 2
CCN(Cc1nc2ccccc2c(=O)[nH]1)Cc1cc(=O)oc2cc(OC)ccc12
→ 6, 15, 1, 1.1, 9, 92, 1575, 1.1, 5, 0, 6
CC(C)CNC1=CC(=O)CC(c2ccco2)C1 (stereo unspecified)
→ 4, -1, 0.9, x, 4, 104, 1416, 1, 4, 7, 3
COc1cc(N(C)C)c([N+](=O)[O-])cc1C(=O)NC(C)CNc1ccc([N+](=O)[O-])cc1Cl (stereo unspecified)
→ 1, 12, 0.9, x, -17, 92, 1568, 0.9, -2, 8, 0

The results go on.
| canonical_smiles | PPARg SRC2 recr | STAT3 blocker | bIAP activator | ROMK mod | STAT1 inh | STAT3 activator | SRC2 TRFRET art | TNAP act hiacc | PPARg SRC-1 ag | bIAP inh | PPARg SRC-3 ag |
| --- | --- | --- | --- | --- | --- | --- | --- | --- | --- | --- | --- |
| CNC(=O)c1ccccc1NC(=O)c1ccc(C)c(S(=O)(=O)N2CCCCC2)c1 | 7 | 0 | 0.9 | x | 10 | 100 | 1550 | 1 | 2 | 10 | 12 |
| CCN(CC)c1ccc(NC(=O)Cn2nnc(-c3cccc(OC)c3OC)n2)c(C)c1 | -3 | 4 | 1 | 0.32 | -1 | 102 | 1559 | 1.1 | 3 | 0 | 16 |
| CC1CC(NC(=O)Cc2ccc(Br)cc2)CC(C)(C)C1 (stereo unspecified) | -7 | 3 | 1 | -0.061 | 4 | 100 | 1302 | 1 | -8 | 2 | 2 |
| O=c1[nH]c2cc3c(cc2cc1CN(CCCO)Cc1nnnn1Cc1ccc(F)cc1)OCO3 | 3 | 4 | 0.9 | x | 0 | 101 | 1575 | 1.1 | 5 | 6 | 6 |
| CCCCCCC12CCC(C(=O)O)(CC1)CC2 | 5 | 1 | 0.9 | -0.24 | 2 | 102 | 1711 | 1 | 2 | 8 | 11 |
| CC(=O)Nc1ccc2nc(-c3ccc(Br)o3)[nH]c2c1 | 0 | -4 | 0.8 | -1.2 | -37 | 103 | 1503 | 1 | -2 | 20 | 3 |
| COc1ccc(NC(=O)CC2C(=O)N(Cc3ccccc3)C(=S)N2CCN2CCOCC2)cc1 (stereo unspecified) | 2 | 1 | 1.1 | -0.62 | -3 | 100 | 1540 | 1.1 | 3 | -8 | 7 |
| O=c1c(C=NCCN2CCNCC2)c(-c2ccccc2)[nH]n1-c1ccc([N+](=O)[O-])cc1 | -2 | -12 | 1 | -1.8 | -75 | 111 | 1497 | 1 | 11 | -2 | 0 |
| COc1ccc(CC2(CO)CCN(Cc3ccc4nsnc4c3)CC2)cc1 | 9 | 1 | 0.9 | x | 8 | 102 | 1809 | 1 | 8 | 8 | 1 |
| CC1CN(c2ccc(C(=O)c3ccccc3C(=O)O)cc2[N+](=O)[O-])CC(C)O1 (stereo unspecified) | -1 | 16 | 1 | 0.59 | 5 | 95 | 1551 | 1 | 12 | -3 | 5 |
| CC(C)CNC(=S)N1CCN(C(c2ccccc2)c2ccccc2)CC1 | -7 | -17 | 0.5 | -0.44 | -9 | 112 | 1449 | 1.1 | 0 | 48 | -1 |
| CCCNC(=O)CNC(=S)N(Cc1cc(OC)c(OC)c(OC)c1)C1CCCC1 | -5 | -5 | 0.9 | -0.89 | -6 | 102 | 1449 | 1 | -2 | 12 | -7 |
| Cc1c(C(=O)N2CCN(S(C)(=O)=O)CC2)oc2ccccc12 | 11 | 7 | 1 | 0.0098 | -3 | 97 | 1518 | 1.1 | 7 | 1 | -4 |
